Pf gamet viab – inhibitors of late stage P. falciparum gametocyte viability; inhibition, % at 10.9 µM; P. falciparum stage V gametocytes, ATP luminescence, 24 h; 0.065% of 150,000 active;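 active means inhibition above the mean plus 3 SD of compounds within the control limits, set per campaign, cut at about 38% in these data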;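 further: 0% = DMSO wells and 100% = medium only without gametocytes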
Bim-Mcl-1 – human Bim-Mcl-1 interaction inhibition. Q07820. Bead-based flow cytometry, Bim peptide-Mcl-1 binding. inhibition, % at 10 µM. 0.1% of 190,000 active; in the data active means inhibition above about 40%;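 further: 0% = no compound tracer wells and 100% = peptide blocker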
Target sequence (Q07820 whole entry, looked up): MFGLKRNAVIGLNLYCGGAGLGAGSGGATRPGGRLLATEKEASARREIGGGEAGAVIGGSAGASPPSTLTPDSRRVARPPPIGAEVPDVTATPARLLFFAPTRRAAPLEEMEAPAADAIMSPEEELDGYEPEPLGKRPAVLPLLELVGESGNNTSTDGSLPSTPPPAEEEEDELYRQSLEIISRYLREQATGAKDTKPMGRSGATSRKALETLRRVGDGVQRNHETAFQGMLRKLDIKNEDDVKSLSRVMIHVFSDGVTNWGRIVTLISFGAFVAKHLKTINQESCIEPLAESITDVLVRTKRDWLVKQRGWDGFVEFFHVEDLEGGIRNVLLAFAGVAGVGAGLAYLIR
Avidin fluor – avidin bead compound fluorescence profile | Avidin beads, compound fluorescence 488/530 nm, flow cytometry; active compounds read high | fluorescence (KMESF) at 10 µM | 0.38% of 220,000 active; in the data active means fluorescence above about 47; further: inactives centre near 10
Mcl1-Bid inh – Mcl-1/Bid interaction inhibition. Q07820. TR-FRET Mcl-1/Bid-Dy647 peptide binding, 1536-well. inhibition, % at 21.7 µM. 0.97% of 220,000 active. AID 1021;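 active means compounds that cut the binding signal by more than half at the single screening dose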;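 further: His-tagged Mcl-1 with europium anti-His antibody binding Bid BH3 peptide; 0% = Mcl-1 plus peptide wells and 100% = peptide-only wells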
Cdc42 wt GTP – human Cdc42 wildtype GTP binding change, either direction. P60953. GST-Cdc42 beads, Bodipy-GTP binding, flow cytometry; actives lie on both sides. percent activity (GTP binding), % at 10 µM. 0.2% of 190,000 active. AID 761;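 active means percent activity GTP binding at least 20 points away from the 100% baseline, either down as inhibitor or up as activator; inconclusive means compound flagged as likely green fluorescent from well-wide comparison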;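 further: median bead fluorescence of bound Bodipy-FL-GTP at 100 nM; 0% = excess unlabeled GTP control and 100% = no compound control; below 100% means less GTP binding so inhibitor and above means activator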
Target sequence (P60953 whole entry, looked up): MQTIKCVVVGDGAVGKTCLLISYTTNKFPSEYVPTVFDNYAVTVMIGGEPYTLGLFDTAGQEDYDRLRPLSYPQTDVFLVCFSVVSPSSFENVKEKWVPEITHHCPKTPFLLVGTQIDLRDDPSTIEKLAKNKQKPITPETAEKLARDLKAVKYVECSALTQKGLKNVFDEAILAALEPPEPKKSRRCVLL
Rac1 wt modul – alters GTP binding to wildtype human Rac1. 0.27% of 190,000 active. GST-Rac1 beads, fluorescent GTP binding, flow cytometry; actives lie on both sides; 0 = cold GTP competed, 100 = untreated. P63000. GTP binding activity (% of control), % at 10 µM;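 active means GTP binding activity at least 20 points away from the 100% control level, either lower or higher; inconclusive means compound flagged as likely green fluorescent, judged across all proteins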
Rab2 wt GTP – changes GTP binding to wildtype dog Rab2A, up or down; P61105; GST-Rab2 wt beads, Bodipy-GTP binding, flow cytometry; GTP binding activity, % at 10 µM; 0.19% of 190,000 active; AID 760;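 active means GTP binding activity at least 20 points away from 100%, either lowered or raised; inconclusive means signal likely due to the compound's own green fluorescence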;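 further: 0% = beads with excess unlabeled GTP and 100% = no-compound control corrected for plate trend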
Rab7 wt GTP bind – modulators of GTP binding to dog Rab7 wildtype GTPase; GST-Rab7 beads, fluorescent GTP binding, flow cytometry; actives lie on both sides; untreated = 100%, excess cold GTP = 0%; GTP binding activity (percent of control), % at 10 µM; 0.055% of 190,000 active;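 active means fluorescent GTP binding to Rab7 beads changed by at least 20 points from the 100% baseline, either direction, mostly lower; inconclusive means compound itself probably fluorescent, or too few beads counted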;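 further: median green fluorescence of bound Bodipy-FL-GTP per Rab7 bead population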
Rac1 mut GTP – alters GTP binding to activated mutant human Rac1; GST-Rac1 activated beads, fluorescent GTP binding, flow cytometry; actives lie on both sides; 100% means binding = to untreated wells; percent activity (GTP binding), % at 10 µM; 0.11% of 190,000 active; AID 764;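 active means GTP binding at least 20 percentage points away from the 100% baseline, in either direction, so actives lie on both sides; inconclusive means Compound likely fluorescent itself, or too few beads counted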
HRas wt GTP – modulators of GTP binding to human HRas wildtype; GTP binding activity, % at 10 µM; 0.14% of 190,000 active; GST-Ras wt beads, Bodipy-FL-GTP binding, flow cytometry; actives lie on both sides; P01112;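 active means GTP binding activity at least 20% away from the 100% baseline, either lowered as inhibitor or raised as activator; inconclusive means flagged as likely green fluorescent, judged across all proteins in the well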;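 further: 0% = unlabeled GTP competition control and 100% = no-compound control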
Target sequence (P01112 whole entry, looked up): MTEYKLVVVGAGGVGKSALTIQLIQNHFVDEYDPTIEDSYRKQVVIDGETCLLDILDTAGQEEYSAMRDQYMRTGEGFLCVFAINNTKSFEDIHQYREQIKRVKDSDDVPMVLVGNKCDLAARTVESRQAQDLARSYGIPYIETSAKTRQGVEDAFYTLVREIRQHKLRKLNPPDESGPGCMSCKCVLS
Mcl1-Noxa inh – Mcl-1/Noxa interaction inhibition; TR-FRET Mcl-1/Noxa peptide binding, 2 h; inhibition, % at 21.7 µM; 1.5% of 220,000 active; AID 1022;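 active means compounds that cut the protein-peptide binding signal by more than 50% relative to plate controls in a single-dose test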;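 further: His-tagged Mcl-1 with rhodamine Noxa BH3 peptide and terbium anti-His antibody; 0% = Mcl-1 plus Noxa peptide wells and 100% = peptide-only wells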
* marks the source's active call; other numbers are inactive results; ? = inconclusive; . = no result given.

SMILES	Pf gamet viab	Bim-Mcl-1	Avidin fluor	Mcl1-Bid inh	Cdc42 wt GTP	Rac1 wt modul	Rab2 wt GTP	Rab7 wt GTP bind	Rac1 mut GTP	HRas wt GTP	Mcl1-Noxa inh
CCCCc1n[nH]c2c1/C(=N/O)CC(c1ccccc1)C2 (centres undefined)	.	-1	6	-11	108	104	106	96	101	104	-40
CCCSCCCNC(=O)Cn1cc2c(n1)CCCCC2	.	0	3	-30	100	103	100	99	99	102	4
Cc1cccc(NCC(=O)NNC(=S)Nc2ccccc2)c1	-42	-5	2	-55	89	93	95	97	95	93	-18
Oc1ccc(/C=N/Nc2cc(N3CCCC3)nc(N3CCCC3)n2)cc1O	-28	15	8	-69	88	80	82	92	90	81	65*
Cc1cc(C(=O)OCC(=O)Nc2cc(S(=O)(=O)N(C)C)ccc2Cl)c2ccccc2n1	-11	-4	17	-16	?	?	?	?	?	?	26
Cc1cnn(Cc2ccccc2)c1N	14	4	27	-24	98	101	97	96	99	97	-4
CC(C)(C)C(=O)Nc1sc2c(c1C#N)CCCCC2	18	-2	5	-7	97	100	100	98	101	99	1
CC1(C)C(=O)Nc2ccccc2N1C(=O)COc1cccnc1[N+](=O)[O-]	.	0	5	-49	101	98	98	95	99	97	7
Cc1ccc(C)c(N2CCN(C(=O)CN(C)S(=O)(=O)c3ccc4c(c3)CCC(=O)N4)CC2)c1	.	-1	6	-16	76*	79*	77*	84	80	82	20
Cc1c(C(=O)NC2CC2)oc2ccc(S(=O)(=O)N3CCCCCC3)cc12	.	-4	25	-1	98	104	104	101	100	103	-4
FC(F)Sc1ccc(-n2cc(-c3ccc(Cl)cc3)[n+]3c2CCC3)cc1	3	-4	6	-4	102	104	101	100	102	104	7
N#CCCn1ncc2ccccc21	.	-1	10	-2	96	92	94	99	92	95	11
CC(C)CC(=O)n1sc(NC(=O)c2ccccc2)nc1=O	-11	-2	13	21	99	97	99	94	96	101	-1
O=C(Nc1ccc2c(c1)OCCO2)N1CCN(Cc2ccccc2)CC1	-3	-4	22	-33	92	91	95	97	91	91	-3
Fc1ccc(CSc2ccc(-c3ccc4c(c3)OCO4)nn2)cc1	.	-2	18	-42	100	100	98	100	98	98	-7
O=C(Nc1ccc(-n2ccnc2P(=O)(O)c2ccccc2)cc1)c1ccccc1Cl	0	-1	12	-7	101	107	103	103	97	102	4
COC(=O)C(O)(CC(=O)Nc1ccc(Cl)cc1Cl)C(F)(F)F (centres undefined)	0	-3	14	-13	98	103	99	102	97	100	-1
COC(=O)C1=NNC2C(=O)N(C3CCCCC3)C(=O)C12 (centres undefined)	-35	-4	12	0	98	101	95	95	97	96	-3
O=C1c2cccnc2C(=O)N1Cc1ccccc1	.	-3	23	7	101	106	103	108	99	103	-42
COc1cc2nc(C3CC3)n(NC(=O)c3ccc(Cl)cc3)c(=O)c2cc1OC	5	0	10	-18	103	109	101	100	101	102	2
C/C(NCCN1CCOCC1)=C(\C#N)C(N)=O	.	0	5	-10	109	107	103	99	100	106	5
CC(C)CC(=O)NC(=S)Nc1ccc(N2CCOCC2)cc1	0	-2	17	-69	105	104	100	99	101	102	11
CSc1ccccc1NC(=O)CN(C1CCCCC1)S(C)(=O)=O	-3	-1	14	-7	99	102	100	102	98	101	0
CC(C)=CCN1CCN(CCC2=C(C)CCCC2(C)C)CC1CCO (centres undefined)	19	12	2	-27	96	98	98	104	94	99	12
COc1ccc(N2C(C(C)=O)=NN(c3ccccc3)C2c2cccs2)cc1 (centres undefined)	5	0	5	-23	101	104	99	102	99	101	7
O=C1/C(=C/c2ccccc2)NC(=S)N1C(c1ccccc1)c1ccccc1	.	6	8	-11	98	107	100	98	98	100	9
COc1ccc(O)c(-c2[nH]ncc2C(=O)c2ccccc2C)c1	.	0	6	-1	98	100	97	100	97	98	-7
CN1CCN(C(=O)NC2CCCN2S(=O)(=O)c2ccc(Cl)cc2)CC1 (centres undefined)	-6	-1	20	-21	99	95	99	98	96	99	24
O=c1c2ccccc2nc2sc3ccccc3n12	15	.	37	43	99	94	96	96	94	93	-89
O=C(Nc1c(F)cc(F)cc1Br)c1cccnc1	.	-1	8	-12	104	103	104	102	100	103	1
C=CCSc1nnc(-c2c[nH]c3ccccc23)n1CC	.	-5	16	-19	103	102	100	99	98	97	-5
CC(Oc1ccccc1)C(=O)NNC(=O)c1ccccn1 (centres undefined)	-24	-3	4	-31	103	105	101	100	100	102	-65
O=C(CNC(=O)c1cccs1)NCC(=O)OCc1c(Cl)cccc1Cl	22	-1	11	-37	107	104	108	104	102	107	0
CC(CN(C)Cc1ccccc1)OC(=O)c1cccs1 (centres undefined)	.	-1	34	17	107	107	100	100	99	104	21
Cc1ccccc1C(=O)/C=C1\NC(=O)CS1	-7	-1	14	-2	104	107	102	98	99	101	2
O=C(OCC(=O)N1CCCC1)c1cc(Br)ccc1Cl	-8	0	10	-5	99	101	98	98	97	99	10
CCOC(=O)c1[nH]c(C)c(C(=O)N2CCc3c([nH]c4ccccc34)C2c2ccccn2)c1C (centres undefined)	1	-3	13	-25	98	100	98	97	100	98	15
O=C(Nc1ccc(F)cc1)c1ccccc1CC[N+](=O)[O-]	12	-1	3	0	102	101	99	100	97	100	12
COc1ccc(-n2c(SC(C)C(=O)Nc3ncc(Cl)cc3Cl)nc3ccccc32)cc1 (centres undefined)	.	23	9	-38	99	102	98	99	99	97	13
CCOC(=O)CN(C(=O)CNC(=O)c1cccs1)C(C(=O)NC1CCCCC1)c1cccs1 (centres undefined)	.	-2	4	-1	99	106	99	101	98	100	-11
O=C(Cn1nnc(-c2ccccc2-n2cnnn2)n1)c1ccccc1	.	0	1	-14	94	91	94	93	93	93	5
CCc1ccc(C(CNC(=O)c2ccc3c(=O)n(-c4ccccc4F)c(=S)[nH]c3c2)N(C)C)cc1 (centres undefined)	0	-6	26	-34	96	95	94	95	95	94	20
O=C(Nc1ccc(F)cc1)NC1CCN(Cc2nnnn2Cc2ccco2)CC1	6	-4	34	-8	104	109	97	98	99	100	-1
O=C(N/N=C/C(Br)=C\c1ccccc1)c1ccc2nc[nH]c2c1	10	-2	13	7	96	98	99	100	95	95	13
CCCCNC(=O)c1onc(CSc2ccc(Cl)cc2)c1C(=O)O	.	-3	14	18	96	96	94	96	95	96	10
O=C(CSCc1cccc(F)c1)N1CCN(c2ccccc2)CC1	.	0	9	-57	99	100	97	98	93	100	0
CCCCOc1ccc(-c2nnc(-c3cc[n+](C)cc3)o2)cc1	10	0	11	-32	97	101	94	98	95	98	-9
Cc1nn(C2CCCCC2)c(N)c1-c1ccccc1	.	1	27	-14	110	112	101	107	100	107	15
CSc1ccc(-c2nc(CN3CCCCC3c3cccnc3)c(C)o2)cc1 (centres undefined)	3	0	3	-19	98	103	103	110	97	101	0
COc1ccccc1NS(=O)(=O)c1cccs1	.	0	6	-7	106	112	105	100	99	103	2

Among those listed so far, two have a furan ring, fused or not:
SMILES	Pf gamet viab	Bim-Mcl-1	Avidin fluor	Mcl1-Bid inh	Cdc42 wt GTP	Rac1 wt modul	Rab2 wt GTP	Rab7 wt GTP bind	Rac1 mut GTP	HRas wt GTP	Mcl1-Noxa inh
Cc1c(C(=O)NC2CC2)oc2ccc(S(=O)(=O)N3CCCCCC3)cc12	.	-4	25	-1	98	104	104	101	100	103	-4
O=C(Nc1ccc(F)cc1)NC1CCN(Cc2nnnn2Cc2ccco2)CC1	6	-4	34	-8	104	109	97	98	99	100	-1

Further structures follow.
SMILES	Pf gamet viab	Bim-Mcl-1	Avidin fluor	Mcl1-Bid inh	Cdc42 wt GTP	Rac1 wt modul	Rab2 wt GTP	Rab7 wt GTP bind	Rac1 mut GTP	HRas wt GTP	Mcl1-Noxa inh
CCCCNC(=O)NC12CC3CC(CC(C3)C1)C2	0	-4	13	-16	93	94	95	97	95	97	1
O=C1C2CC=CCC2C(=O)N1Cc1nnc(-c2ccc(Cl)cc2)o1 (centres undefined)	16	0	10	-34	96	98	99	101	96	100	3
CCOC(=O)C(=O)/C(C#N)=C/Nc1ccc(F)cc1	11	4	8	-59	103	103	100	100	99	102	10
O=C(CC1C(=O)NCCN1Cc1ccc(F)cc1)NCCN1CCCc2ccccc21 (centres undefined)	-8	0	6	-84	99	101	97	96	95	95	13
COCCn1nnnc1C(c1ccc2ncccc2c1)N1CCc2ccccc21 (centres undefined)	-27	0	1	-84	93	92	93	92	95	93	22
CCNC(=S)NNC(=O)c1cc(-c2cccnc2)nc2ccccc12	32	-3	14	-73	99	102	100	96	97	99	-8
O=[N+]([O-])c1ccc(N/N=C/c2sc(N3CCOCC3)nc2-c2ccccc2)c(S(=O)(=O)Nc2ccc(Cl)cc2)c1	.	-5	20	1	111	113	115	105	102	110	8
Cc1cccc(C)c1NC(=O)NC1(C(=O)NCCN2CCOCC2)CCCCC1	.	-8	40	-10	100	102	99	100	98	99	0
COCCn1c(=O)[nH]c2cc(C(=O)NCCN3CCN(c4ccc(OC)cc4)CC3)ccc2c1=O	4	-2	36	-24	104	107	99	100	100	101	22
COc1ccc(N2C(=O)/C(=C\c3ccco3)N=C2SCC(=O)NC(C)C)cc1Cl	-15	8	8	-7	101	105	99	99	101	101	31
CCCNS(=O)(=O)c1ccc(CCC(=O)N2CCCCC2)cc1	.	-1	12	1	98	97	94	95	96	97	18
O=C(O)C1CC=CCC1C(=O)NCCCCc1ccccc1 (centres undefined)	-3	0	10	-5	97	102	100	100	96	98	6
C(#Cc1ccc(C#CCN2CCCC2)cc1)CN1CCCC1	26	-3	11	5	97	93	94	95	93	95	.
FC(F)(F)c1nnc2c(Sc3ccccc3)nc3ccc(Cl)cc3n12	20	-3	11	-14	97	102	98	99	97	98	3
Cc1ccccc1NC(=O)c1nn(-c2ccc(F)c(F)c2)ccc1=O	-58	0	7	-19	91	97	95	95	95	97	10
O=S(=O)(CCn1cccc1)CCn1cccc1	.	-1	35	-12	101	104	99	97	101	100	3
Cn1c(CN2CCN(CC#N)CC2)c(C#N)c2ccccc21	-4	-4	10	-3	95	90	93	95	94	95	.
Cc1ccc(S(=O)(=O)/N=C2/NC(=O)/C(=C\c3ccco3)S2)cc1	.	1	6	-14	102	101	100	100	99	102	27
CCOc1cc(/C=N/N=C2/NC(=O)C(CC(=O)O)S2)ccc1OCc1ccccc1Cl (centres undefined)	15	-4	21	-26	95	97	99	105	96	100	5
CCCC(=O)Nc1ccccc1NC(=O)C1CCCCC1	18	-3	11	-8	104	101	103	99	99	102	8
Cc1ccc2c(c1)c1nnc(SCC(=O)N3CCCc4ccccc43)nc1n2CC(=O)O	1	8	11	-3	64*	66*	66*	84	82	67*	28
CCOC(=O)CCc1c(C)c(C#N)c2nc3ccccc3n2c1-n1ccnc1	.	-7	9	-5	101	101	100	100	96	100	15
CCN(CC)CCCNC(=O)c1ccc2c(=O)n(Cc3ccc4c(c3)OCO4)c(=S)[nH]c2c1	7	-5	12	-25	103	105	104	99	104	104	25
